LDHA block = LDHA (human) enzyme inhibition; P00338; purified LDHA, NADH/diaphorase-resazurin fluorescence; active compounds read low; activity change, % (values are at about 110 or 230 µM); 0.15% of 480,000 active; in the data active means activity change below about -30%; inconclusive means mostly about -25% to -30%;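 further: plate controls were DMSO wells for no effect and wells without enzyme for full effect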
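Resorufin fluorescence (ex540/em590), read at 0 and 20 min after diaphorase/resazurin addition, reports the NADH left after a 5 min room-temperature reaction of 2 nM human LDH5 with 0.06 mM NADH and 0.2 mM pyruvate.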
USP1 inh = blocks the human USP1/UAF1 deubiquitinase complex. O94782. Potency, µM (titrated, usually from 57.1 µM), inactives show top-dose activity change, negative = inhibition, most hits filed as inhibitors. recombinant USP1/UAF1, Ub-Rhodamine cleavage fluorescence. 0.23% of 390,000 active; further: potency means the concentration at half of the fitted maximal effect; on the % scale 0 is the no-effect control and ±100 the full control effect; nearly all actives have a fitted effect of over 60% in size; inactives centre near -12
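USP1/UAF1 complex (1 nM) preincubated 15 min at room temperature with compound, then Ub-Rho substrate (150 nM final) added. Kinetic fluorescence at 480/540 nm over 6 reads at 60 s intervals; 50 mM HEPES pH 7.8, 0.5 mM EDTA, 0.1 mg/ml BSA, 1 mM TCEP, 0.01% Tween-20.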
RGS4 inh = human RGS4 inhibition | P49798 | Transcreener GDP fluorescence polarization, RGS4-accelerated GTP hydrolysis | Potency, µM (highest dose often 114 µM), for the others: at the highest dose activity change, negative = inhibition, actives largely listed as inhibitors | 0.039% of 390,000 active | AID 504845; further: potency means the concentration at half of the fitted maximal effect; on the % scale 0 is the no-effect control and ±100 the full control effect; nearly all actives have a fitted effect of over 75% in size; some results filed as inactive show a strong effect at the top dose
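MLSMR compounds (23 nl, pin-transferred) preincubated 10 min at room temperature with a 500nM (2x) first reagent, then RGS4 at 900nM (2x) plus Transcreener GDP mix added; fluorescence polarization (620/688 nm) read before and after 90 min at 30 °C.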
Vif-A3F inh = blocks the Vif interaction with APOBEC3F; 0.2% of 390,000 active; HeLa A3F-eYFP + Vif (tagged APOBEC3F with the HIV-1 protein that degrades it), YFP fluorescence increase; Potency, µM (series often up to 46.1 µM), for inactives: at the highest dose activity, negative = active; AID 602313; further: potency means the concentration at half of the fitted maximal effect; % of control where 0% means no effect; nearly all actives have a fitted effect of over 65% in size
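HeLa cells stably expressing A3F-eYFP plus Vif, plated and incubated overnight at 37 deg C, then exposed to compounds overnight at 37 deg C. Blocked degradation read as raised yellow fluorescence (Ex 488/Em 500-530).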
TrxR1 inh = inhibitors of rat thioredoxin reductase 1. Potency, µM (titrated, usually from 114 µM), without a hit: at the top dose activity change, negative = inhibition, usual class: inhibitors. AID 588453. recombinant rTrxR1, NADPH fluorescence consumption, selenite substrate. O89049. 1% of 390,000 active; further: potency means the concentration at half of the fitted maximal effect; on the % scale 0 is the no-effect control and ±100 the full control effect; nearly all actives have a fitted effect of over 65% in size
Target sequence (O89049 whole entry, looked up): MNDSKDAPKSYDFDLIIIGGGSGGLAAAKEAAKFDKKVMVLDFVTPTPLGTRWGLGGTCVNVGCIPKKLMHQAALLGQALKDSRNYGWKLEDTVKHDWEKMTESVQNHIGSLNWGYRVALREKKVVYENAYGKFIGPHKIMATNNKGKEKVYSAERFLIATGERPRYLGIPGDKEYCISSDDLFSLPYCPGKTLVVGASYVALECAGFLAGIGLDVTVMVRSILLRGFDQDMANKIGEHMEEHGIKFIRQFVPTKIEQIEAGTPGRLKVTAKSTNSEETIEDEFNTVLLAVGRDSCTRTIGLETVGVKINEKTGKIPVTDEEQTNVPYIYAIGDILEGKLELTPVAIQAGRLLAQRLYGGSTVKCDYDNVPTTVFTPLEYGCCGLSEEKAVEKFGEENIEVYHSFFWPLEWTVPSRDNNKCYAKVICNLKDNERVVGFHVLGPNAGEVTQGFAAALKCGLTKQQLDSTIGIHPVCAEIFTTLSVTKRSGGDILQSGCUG
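Rat TrxR1 (90 nM in the dispensed reagent) was pre-reduced with 400 uM NADPH for 5 min at room temperature, then incubated with compound for 15 min. After 400 uM selenite was added, NADPH fluorescence (Ex 340/Em 450 nm) was followed for 8 min.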
IDH1 R132H inh = human IDH1 R132H inhibition; O75874; IDH1-R132H enzyme, NADPH consumption, diaphorase/resazurin fluorescence; Potency, µM (doses to about 76.6 µM), inactives show at the top dose activity change, negative = inhibition, most hits filed as inhibitors; 0.093% of 390,000 active; AID 602179; further: potency means the concentration at half of the fitted maximal effect; on the % scale 0 is the no-effect control and ±100 the full control effect; nearly all actives have a fitted effect of over 65% in size
Target sequence (O75874 whole entry R132H, stated change not applied): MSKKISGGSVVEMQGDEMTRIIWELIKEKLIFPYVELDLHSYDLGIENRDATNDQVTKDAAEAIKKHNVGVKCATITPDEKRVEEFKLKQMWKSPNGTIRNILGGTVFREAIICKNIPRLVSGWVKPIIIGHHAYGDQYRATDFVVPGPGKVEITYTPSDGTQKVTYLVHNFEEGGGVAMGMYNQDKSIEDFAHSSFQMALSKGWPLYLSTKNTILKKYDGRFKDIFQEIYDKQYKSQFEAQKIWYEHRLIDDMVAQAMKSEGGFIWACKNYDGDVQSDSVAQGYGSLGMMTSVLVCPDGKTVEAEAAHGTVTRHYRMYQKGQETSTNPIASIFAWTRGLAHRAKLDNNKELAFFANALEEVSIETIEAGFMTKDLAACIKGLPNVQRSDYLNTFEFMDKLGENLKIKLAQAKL
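IDH1-R132H (0.5 ug/mL dispensed) in pH 7.5 Tris buffer was preincubated 30 min with compound, then given a substrate mix of 0.016 mM NADPH and 2 mM alpha-KG for 80 min at room temperature; remaining NADPH was read by diaphorase/resazurin fluorescence.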
TrxR1 substrate = rat thioredoxin reductase 1 substrate activity; 0.01% of 390,000 active; O89049; purified TrxR1 substrate turnover, NADPH consumption readout; Potency, µM (doses to about 114 µM), without a hit: top-dose activity change, negative = substrate turnover; AID 588456; further: potency means the concentration at half of the fitted maximal effect; on the % scale 0 is the no-effect control and ±100 the full control effect; nearly all actives have a fitted effect of over 50% in size
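Rat TrxR1, dispensed at 90 nM, was prereduced with 400 uM NADPH (final) for 5 min at ~22 deg C, then incubated with compound 15 min before 400 uM selenite. A first-read NADPH fluorescence drop versus no-compound background flagged substrates.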
Glioma ERSR ind = induces the endoplasmic reticulum stress response in human glioma cells; U87-MG GRP78 promoter luciferase reporter, 16 h; Potency, µM, without a hit: at the top dose activation, most hits filed as activators; 0.02% of 420,000 active; AID 602332; further: potency means the concentration at half of the fitted maximal effect; series mostly up to about 76 µM; % of control where 0% means no effect; nearly all actives have a fitted effect of over 35% in size
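Stably transfected U87-MG human glioma cells carrying a GRP78-based luminescent sensor were seeded at 1000 cells/well, pin-dosed with compounds and incubated 16 h. Luciferase reagent was then added, and end-point luminescence was read after 10 min at room temperature.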
Vif-A3G inh = inhibitors of Vif-APOBEC3G interaction. HeLa A3G-eYFP + Vif (tagged APOBEC3G with the HIV-1 protein that degrades it), YFP fluorescence, overnight. Potency, µM (highest dose often 46.1 µM), for inactives: top-dose activity, negative = active, actives largely listed as inhibitors. 0.076% of 410,000 active. AID 602310;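 further: potency means the concentration at half of the fitted maximal effect; on the % scale 0 is the no-effect control and ±100 the full control effect; nearly all actives have a fitted effect of over 60% in size; hits raise eYFP signal because A3G escapes Vif-driven loss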
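Read-out is eYFP fluorescence (Ex 488/Em 500-530) from Vif-expressing HeLa A3G-eYFP cells; more signal means A3G escaped Vif-mediated degradation. Cells plated overnight, compound pinned in, incubated overnight at 37 deg C.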
* marks the source's active call; other numbers are inactive results; ? = inconclusive; nt = no result given; & = joins results of further samples; [ ] = remark or other dose. Unless noted, the call rests on the fitted dose curve; in most records, active means well fitted curve in the direction sought with a large enough effect; inconclusive means small, poorly fitted or top-dose-only effect, or another doubt; inactive means no such curve, though single readings can be large; an effect the other way counts as inactive or inconclusive. The list is partial, so the mix of outcomes need not match the whole.

Values in the order: Vif-A3G inh	RGS4 inh	TrxR1 inh	Vif-A3F inh	Glioma ERSR ind	LDHA block	IDH1 R132H inh	TrxR1 substrate	USP1 inh
- COc1ccc(C(=O)/C=C/Nc2cc(C)on2)c(OC)c1
 : -4%	2%	-9%[57.1 µM]	10%	11%	-3	14%	-1%[57.1 µM]	-9%
- Cc1cc([N+](=O)[O-])ccc1N(C)C
 : 0%	0%	-8%	-2%	-4%	-3	-3%	-7%	-17%
- CN(Cc1ccon1)C(=O)CCc1nnc(CCCCc2ccccc2)o1
 : -2%	-5%	-4%	-18%	-2%	0	-3%	-5%	-24%
- COc1ccc(N=C(C)C2=C(O)CSC2=O)cc1
 : -6%	-12%	?	-10%	7%	4	2%	2%	?
- Cc1cccc(C)c1OCC(=O)Nc1cccc(-c2nnc(-c3ccccc3)o2)c1
 : -10%	-11%	0%	0%	1%	-4	2%	-2%	-13%
- COc1ccc(CCNC(=O)C(=O)Nc2ccc(C)c(C)c2)cc1
 : 0%	5%	-23%	0%	2%	-10	-8%	4%	-19%
- CCc1nc2ccccc2n2c(-c3ccccc3)c3c(=O)n(C)c(=O)n(C)c3c12
 : -1%	5%	13%	3%	0%	-6	?	4%	-15%
- Cc1ccc(NC(=O)COc2ccc(-n3cnnn3)cc2)cc1C
 : 0%	0%	0%	10%	-4%	-4	-2%	0%	-27%
- C/C(=N\Nc1nccnc1Cl)c1ccc(O)c(C)c1
 : -9%	4%	-1%	21%	9%	0	24%	-2%	-16%
- COc1ccc(C=O)c(OCc2cn(CC(=O)c3ccc(O)cc3)nn2)c1
 : 2%	12%	-7%	0%	-2%	2	1%	-5%	-14%
- COC(=O)c1ccc(CSc2ccccc2NC(=S)Nc2cccc(C(F)(F)F)c2)o1
 : -1%	nt	nt	1%	-1%	0	7%	nt	-22%
- O=C(CSc1nc2ccccc2n1Cc1ccccc1F)NCc1ccccc1
 : 0%	-7%	7%[57.1 µM]	1%	-3%	-2	3%	-4%[57.1 µM]	?
- O=C(CCCCCn1c(=O)[nH]c2ccsc2c1=O)NCc1ccccc1
 : 3%	?	15%	-7%	0%	3	7%	2%	?
- COc1ccc(OC)c(/C=C(\C#N)c2nc3ccccc3c(=O)[nH]2)c1
 : -7%	-52%	-26%	-2%	-3%	4	-15%	-11%	147%[activator]
- CCOC(=O)Nc1ccc(C)cc1Br
 : -4%	-11%	12%[57.1 µM]	2%	3%	-4	-1%	1%[57.1 µM]	-9%
- CC(=O)c1cc(C)ccc1OC(=O)CN1C(=O)c2ccccc2C1=O
 : 1%	19%	22%	12%	-4%	-13	15%	-1%	1%
- Cn1c(CSc2nc3ccccc3s2)n[nH]c1=S
 : 2%	-30%[56.9 µM]	-7%	3%	-9%	-5	10%	-1%	-19%
- Cc1nnc(NC(=O)c2ccc3c(c2)C(=O)N(CCC(C)C)C3=O)s1
 : 0%	8%	31%	6%	-3%	-2	1%	7%	-16%
- Cc1cc(C)c(OCC(=O)OC(C)C(=O)NCc2ccccc2)c(C)c1 (stereo not given)
 : 5%	1%	12%	1%	-4%	-8	3%	5%	-16%
- O=C(CSc1ccc(Cl)cc1)N/N=C/c1ccc([N+](=O)[O-])o1
 : -13%	-4%	?	-12%	-1%	-2	33%[activator]	7%	-23%
- N/C(=N\OC(=O)Cc1ccccc1)c1ccc(Br)cc1
 : -1%	5%	7%	-2%	2%	2	2%	1%	-8%
- CCc1nnc(NC(=O)C2Cc3ccccc3CN2S(=O)(=O)c2c(C)c(C)cc(C)c2C)s1 (stereo not given)
 : 2%	-4%	9%	-4%	1%	7	1%	-12%	-18%
- CCc1cc2cc(C)ccc2nc1SCC(=O)N1CCN(C(=O)c2ccco2)CC1
 : 0%	-10%	4%[57.1 µM]	-16%	-3%	-6	2%	9%[57.1 µM]	-14%
- CCOc1ccc(OCC)c(NC(=O)CNS(=O)(=O)c2cccs2)c1
 : -2%	15%	17%[57.1 µM]	-6%	-2%	5	-2%	-1%[57.1 µM]	-16%
- CCC(NC(=O)c1cc(COc2cncc(Cl)c2)on1)c1ccncc1 (stereo not given)
 : 0%	2%	43%	-4%	-10%	2	-8%	10%	-6%
- Cc1nc2sc3c(c2c2nnc(SCC(=O)NCc4ccco4)n12)CCCC3
 : -1%	-45%	-9%	1%	2%	2	-3%	-6%	-12%
- CCCCNc1ncnc2oc(-c3ccco3)c(-c3ccco3)c12
 : 0%	?	?	nt	-2%	10	nt	18%	nt
- CCCCn1c(-c2ccco2)nc2ccccc2c1=O
 : -8%	-20%	-43%	-8%	-3%	0	3%	11%[57.1 µM]	-14%
- NC(=O)c1ccsc1NC(=O)COc1ccccc1
 : 5%	-40%	-20%	-4%	6%	-3	6%	6%	-15%
- COc1cccc(C(CNc2ccc(S(=O)(=O)N3CCN(C)CC3)cc2[N+](=O)[O-])N(C)C)c1 (stereo not given)
 : 2%	-26%	-18%	-1%	-1%	-2	2%	-13%	-8%

(more compounds)
Values in the order: Vif-A3G inh	RGS4 inh	TrxR1 inh	Vif-A3F inh	Glioma ERSR ind	LDHA block	IDH1 R132H inh	TrxR1 substrate	USP1 inh
- CC1=CC(C)(C)Nc2ccc(C)cc21
 : 1%	-6%	19%	5%	-2%	8	-3%	36%[activator]	-11%
- CC(C)c1c(C(=O)N/N=C/c2ccc(Cl)cc2Cl)nnn1-c1nonc1N
 : 3%	11%	0%	8%	-2%	-12	4%	1%	-11%
- CCCN(Cc1nc(-c2ccc(Cl)cc2)no1)CC1CCCO1 (stereo not given)
 : 5%	-10%	20%[57.1 µM]	-3%	0%	-4	16%	-10%[57.1 µM]	-15%
- O=C(C1=C(O)C(=O)N(CCc2ccccc2)C1c1cccs1)c1ccco1 (stereo not given)
 : -5%	10%	7%[57.1 µM]	1%	-2%	-3	23%	4%[57.1 µM]	-15%
- Cc1cccc(Nc2c(O)nc[nH]c2=O)c1
 : -4%	-7%	-4%	-5%	-1%	-6	-5%	-10%	4%
- CCCC1(C(=O)OCC)NC(c2ccc(N(C)C)cc2)C2C(=O)N(c3ccc(OCC)cc3)C(=O)C21 (stereo not given)
 : -2%	4%	8%	nt	-3%	0	-1%	-3%	-6%
- COc1ccc(S(=O)(=O)N2CCN(C(=O)NC3CCCCC3)CC2)cc1
 : 3%	-14%	23%[57.1 µM]	6%	1%	8&-6	4%	-17%[57.1 µM]	-20%
- COc1ccc(CCC(=O)NNC(=O)c2cc(Cl)ccc2OC)cc1
 : 0%	-8%	-3%	7%	-2%	-2	0%	-3%	-20%
- O=C(C1CCCN(S(=O)(=O)c2cnc[nH]2)C1)N(CCc1ccccc1)Cc1ccccc1 (stereo not given)
 : -9%	-15%	4%	-7%	0%	-4	6%	1%	-22%
- Cc1cccc2nc(CSCc3ccco3)cn12
 : 2%	-13%	-9%[57.1 µM]	-11%	-4%	1	2%	-7%[57.1 µM]	-21%
- CCOc1ccccc1/C=N/Nc1ccnc(=O)[nH]1
 : -8%	-17%[56.9 µM]	1%	-9%	4%	3	-9%	-2%	-18%
- CCc1c(C)nn(C(=O)/C(C#N)=C\N(C)C)c1C
 : 2%	-9%	7%	?	-2%	-1	6%	-1%	-6%
- Cn1c(=O)c2c(SCC(=O)NCC3CCCO3)nc(CC(C)(C)C)nc2n(C)c1=O (stereo not given)
 : 1%	23%	45%	1%	1%	1	-9%	9%	-22%
- CCN(CC)S(=O)(=O)c1ccc(N2CCCC2)c(C(=O)Nc2ccc(OC)c(Cl)c2)c1
 : 1%	5%	16%	-12%	-2%	-4	-12%	8%	-7%
- CC(C)(C)c1ccc(NC(=O)COC(=O)CCN2C(=O)c3cccc([N+](=O)[O-])c3C2=O)cc1
 : -5%	16%	1%	-1%	1%	-12	-13%	0%	-9%
- O=C(NCc1ccco1)C(c1ccco1)N(Cc1cccs1)C(=O)Cn1nnc2ccccc21 (stereo not given)
 : 1%	-9%	-35%	-2%	2%	-6	1%	-10%	-8%
- COc1cccc(CCc2nnc(CCC(=O)N3CCN(Cc4ccccn4)CC3)o2)c1
 : -6%	-11%	32µM*	-19%	-2%	7	-10%	6%	0%
- Cc1ccc(-c2nc3ncccc3o2)cc1NC(=O)c1ccc([N+](=O)[O-])o1
 : 0%	19%	-7%	22µM*	6%	-5	5%	-1%	-22%
- O=C(/C=C/c1ccccn1)c1cc(Br)ccc1O
 : -4%	-22%	?	6%	-1%	-4	7%	2%	-10%
- O=C(Nc1cccc(NC(=O)c2nccc3ccccc23)c1)c1ccco1
 : -1%	-12%	2%	-5%	4%	-3	8%	5%	-13%
- O=C(CSc1ccc2c(c1)OCCO2)N1CCN(c2ccccc2O)CC1
 : -3%	-13%	-4%	4%	-4%	3	7%	-2%	-26%
- COCC1CCCCN1C(=O)c1cc(COc2ccc3ncccc3c2)on1 (stereo not given)
 : 3%	-12%	21%	0%	-10%	0	-6%	0%	-12%
- Cc1ccc(-c2ccc(/C=N\NC(=O)C3C(=O)NCC3c3ccccc3)o2)cc1Cl (stereo not given)
 : -14%	-39%	-11%	-11%	0%	2	3%	1%	-23%

High-throughput results deposited in PubChem by National Center for Advancing Translational Sciences (NCATS).
